# CD40 NFkB inh: CD40 pathway inhibition in BL2 cells; BL2 NF-kB luciferase reporter, CD40L-induced, 4 h; inhibition, % at 10 µM; 0.94% of 83,000 active;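 active means mean inhibition of at least 50% with a set share of replicates also reaching that level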;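 further: 0% = neutral control wells and 100% = IKK inhibitor VII at 50 µM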
# * hit, by the source's call; [ ] = remark or other dose. These rows are one share of the data, so the mix of outcomes need not match the whole.
CD40 NFkB inh	Molecule
-9	O=C(COC(=O)c1ccc(Br)o1)NCc1ccco1
7	N#C[C@@H]1[C@H](c2ccc(C3=CCCC3)cc2)[C@H](CO)N1S(=O)(=O)c1ccccc1
20	CSc1nc(Sc2ccc(Cl)cc2)c2ccccc2n1
-29	Clc1ccc(-c2nsc(N3CCOCC3)n2)c(Cl)c1
-35	Cc1ccc(/C=N/NC(=O)c2ccccn2)o1
-1	Cc1cc(NC(=O)COC(=O)COc2cccc3c2OC(C)(C)C3)no1
-9[25 µM]	CCCC#Cc1ccc([C@@H]2[C@H](C#N)N(C(=O)CN3CCOCC3)[C@H]2CO)cc1
-4	COC(=O)[C@H](CCSC)NC(=O)Nc1ccc(C)c(C)c1
9	Cn1c(C(=O)O)cnc1Sc1ncc(C(F)(F)F)cc1Cl
-5	CC(C)[C@H](NC(=O)[C@@H]1CSCN1C(=O)OC(C)(C)C)C(=O)NCC1CCC(C(=O)O)CC1 (some centres not stated)
-12	COc1cc(C2C3=C(COC3=O)Oc3cc4c(cc32)OCO4)cc(OC)c1OC(C)=O (configuration not stated)
20	O=c1c2ccccc2nc(SCc2ccccc2)n1Cc1ccco1
7	CCOc1ccc(S(=O)(=O)N2CCCCC2)cc1NC(=O)c1ccccc1
-33	COc1ccc(CN(CC2CCC(C(=O)O)CC2)C(=S)Nc2cc(C)cc(C)c2)cc1 (configuration not stated)
11	CCOC(=O)C1CCN(C(=O)c2ccc(OCC(=O)Nc3cccc(C(F)(F)F)c3)c(OC)c2)CC1
1	Cc1ccc2c(Cl)cc(Cl)c(OCC(=O)O)c2n1
10	Cc1n[nH]c(=O)c2c(NC(=O)CSc3ccccc3Cl)oc(C)c12
7	COCCNc1nnc(SCC(=O)NNC(=O)c2ccc([N+](=O)[O-])cc2)s1
1[25 µM]	CN(C[C@H]1N[C@@H](CO)[C@H]1c1ccc(-c2ccc(F)cc2)cc1)C(=O)C1CCC1
-52	O=C(CN1CC(c2ccccc2)CC1=O)OCc1ccccc1F (configuration not stated)
4	O=C(NC1CCCCCCC1)C1c2ccccc2C(=O)N1Cc1cccs1 (configuration not stated)
-9[25 µM]	C[C@H](CO)N1C[C@H](C)[C@H](CN(C)S(C)(=O)=O)Oc2ccc(NC(=O)NC3CCCCC3)cc2C1=O
12	CCC1(C)Cc2c(sc3nc4n(c(=O)c23)CCS4)CO1 (configuration not stated)
9	Cc1cc(C)c(S(=O)(=O)N2CCCCC2CCNC(=O)C(=O)NCc2ccco2)c(C)c1 (configuration not stated)
-16	COc1ccc(-n2cc(CNCCc3cnc[nH]3)c(-c3cccc(F)c3)n2)cc1
3	Cc1nn(C(C)C(=O)NCCCN2CCCC2)c(=O)c2nn(-c3ccccc3)c(C)c12 (configuration not stated)
3	Cc1cc(=O)n2[nH]c(C(=O)O)nc2n1
9	CC1CN(c2ccc(S(=O)(=O)N3CCCC3)cn2)CC(C)O1 (configuration not stated)
-4	CC(C)CCN(C(=O)c1ccncc1)c1c(N)n(Cc2ccccc2)c(=O)[nH]c1=O
11[25 µM]	CNC[C@@H]1Oc2c(NS(=O)(=O)c3ccc(Cl)cc3)cccc2C(=O)N([C@H](C)CO)C[C@H]1C
7	COc1ccccc1C(=O)NCCC(=O)N1CC(=O)Nc2ccccc21
3	COCCNC(=O)C1(C)CCCN(C(=O)c2ccc(OC)c(OC)c2)C1 (configuration not stated)
6	O=C(Nc1ccc(Br)c2cccnc12)c1ccc(Cn2cc(Cl)cn2)o1
11	CC(C)(C)n1nc(-c2ccc(F)cc2)c2c(N)ncnc21
2	CC(NC(=O)CSC(=S)N1CCCC1)c1ccc(S(N)(=O)=O)cc1 (configuration not stated)
5	COc1cccc(NC(=O)CN2C(=O)NC3(CCCCCC3)C2=O)c1
-21[25 µM]	C[C@H]1CN([C@@H](C)CO)C(=O)CCCn2cc(nn2)CO[C@H]1CN(C)C(=O)Nc1ccc(N2CCCCC2)cc1
-59	Cc1cc2cc(NC(=O)c3ccco3)ccc2[nH]1
2	Cn1nnc(NC(=O)c2ccccc2F)n1
0	CC(c1ccco1)N(C(=O)c1ccc(C#N)cc1)c1ccccn1 (configuration not stated)
9	CC1(C)Cc2c(sc3nn[nH]c(=O)c23)CO1
11	Cc1cc(C(=O)OCC(=O)NCc2ccc3c(c2)OCO3)c2ccccc2n1
-7	COc1ccc(/C=N/NC(=O)CCn2cnc3ccccc32)cc1
4[25 µM]	O=C(Cc1ccccc1)N1C[C@H]2[C@@H](c3ccccc31)[C@H](CO)N2C(=O)C1CCOCC1
0	C[C@H](C(=O)N(C)C[C@@H]1OCc2ccccc2-c2ccccc2C(=O)N([C@H](C)CO)C[C@@H]1C)c1ccccc1
25[25 µM]	Cc1ccccc1S(=O)(=O)N1C[C@@H]2N[C@H](C1)C2c1ccc(/C=C/c2ccccc2)cc1 (some centres not stated)
4	Cn1c(=O)c2c(ncn2CC(N)=O)n(C)c1=O
-1[25 µM]	N#C[C@@H]1[C@@H](c2ccc(C3=CCCC3)cc2)[C@@H](CO)N1C(=O)Cc1ccncc1

# Single entries from the results shown:
# COc1ccc(CN(CC2CCC(C(=O)O)CC2)C(=S)Nc2cc(C)cc(C)c2)cc1 (configuration not stated) in CD40 NFkB inh = -33
# Cc1cc(=O)n2[nH]c(C(=O)O)nc2n1 in CD40 NFkB inh = 3

# Next entries follow:
CD40 NFkB inh	Molecule
-14	CC(=O)Nc1cc(C)nn1-c1nc2ccccc2s1
2	O=C(Oc1ccc[nH]c1=O)c1ccc(F)cc1
-28	COc1ccc(-c2ccc([C@H]3[C@H](C#N)N(C(=O)C4CCC4)[C@H]3CO)cc2)cc1
0[25 µM]	CCc1nc(N2[C@H](C#N)[C@H](c3ccccc3-c3ccccc3F)[C@H]2CO)sc1C
-3	CCOC(=O)C1=C(C)Nc2ccccc2N=C1NC(=O)c1ccc(Cl)c(S(=O)(=O)N2CCCC2)c1
3	COc1cc(CN2C[C@@H](CO)O[C@@H](n3cnc4c(NC5CC5)ncnc43)C2)cc(OC)c1OC
0[25 µM]	C[C@H]1CN([C@@H](C)CO)C(=O)c2c(c3ccccc3n2C)-c2ccccc2CO[C@@H]1CN(C)C(=O)[C@@H](Cc1ccccc1)N(C)C
-33	c1ccc(-c2nc3nc4ccccc4nc3n2Cc2ccco2)cc1
-3	N#Cc1cc2c(nc1SC1CCCCC1O)CCCC2 (configuration not stated)
7	CCN(CC)S(=O)(=O)c1ccc(C(=O)NCc2n[nH]c(=S)n2Cc2ccccc2)cc1
31	O=C(c1cccc(C(F)(F)F)c1)C1CCCN(C(=O)CCCN2CCCC2=O)C1 (configuration not stated)
1	COCCNCCCOc1ccc(C)cc1Br
-55	CCOc1ccc(C(=O)Cc2ccccc2)cc1
-14	O=C(CC1CCCCC1)N1CCN(c2ccccn2)CC1
4	CCCN(CCC)C(=O)Nc1ccc(F)cc1F
3	O=C(Cn1cnc2ccccc21)OCC(=O)N1CCc2ccccc2C1
-7	Cc1ccc(S(=O)(=O)N2CCN(c3nc(CN4CCCC4)nc4sc(C)c(C)c34)CC2)cc1
-49	Cc1csc(SCC(=O)Nc2ccc(C)c(F)c2)n1
4	C[C@@H]1CN([C@H](C)CO)C(=O)CCCn2cc(nn2)CO[C@H]1CN(C)C(=O)Oc1ccccc1
9	COc1cccc(NC(=O)CN(C)C(=O)c2ccccc2CCc2ccccc2)c1
4	Cc1ccc(S(=O)(=O)N2CCCCC2)cc1C(=O)N(C)CC(=O)Nc1cccc(F)c1
4	Cc1cccc(C)c1NC(=O)CN(C)C(=O)CCC(=O)c1ccccc1
6	O=C(Nc1cccc2ccccc12)NC1CCS(=O)(=O)C1 (configuration not stated)
-1	CC(C)CCN1CCN(C/C=C/c2ccco2)CC1CCO (configuration not stated)
46[25 µM]	CC(C)NC(=O)N1Cc2cc(C(=O)NC3Cc4ccccc4C3)nc(-c3cccc(-c4cccnc4)c3)c2[C@H]1CCO
-6[25 µM]	O=C(NCc1cc(F)cc(F)c1)[C@H]1[C@H](CO)[C@H]2Cn3c(cccc3=O)[C@@H]1N2C(=O)c1cnccn1
-1	COC(=O)c1[nH]c2ccccc2c1NC(=O)CNC1CCCCC1
0	CC(Sc1nnc(N)s1)C(=O)c1c(N)n(C)c(=O)n(C)c1=O (configuration not stated)
10	Cc1cccc(NS(=O)(=O)c2cc3c4c(c2)CCC(=O)N4CCC3)c1
4	CN(C)C1CCCCC=CC(=O)NC1 (configuration not stated)
-6[25 µM]	CC(C)[C@@H]1C/C=C\CCNC(=O)[C@H](C)CC(=O)N1
10	O=C(c1cnn2cccnc12)N1CCN(Cc2ccc3c(c2)OCO3)CC1
1	O=C(COc1ccc(C(=S)N2CCC(Cc3ccccc3)CC2)cc1)N1CCOCC1
18[25 µM]	O=C(c1cccc(F)c1)N1C[C@@H]2[C@H](c3ccccc31)[C@@H](CO)N2C(=O)Cc1ccccc1
8	COc1ccc(-c2c(C)nn(-c3ccccc3)c2NC(C)=O)cc1OC
3	COc1ccc(OCCCC(=O)Nc2ccc(OC)c(S(=O)(=O)N3CCOCC3)c2)cc1
-2	CC(=O)c1c(N=CN(C)C)nc(C)nc1-c1ccccc1
-4	O=C(Nc1cccc([N+](=O)[O-])c1)C1C2/C=C\CCCCC21 (configuration not stated)
4	CCCOc1ccc(C(=O)OCC(=O)c2c(N)n(C)c(=O)n(C)c2=O)cc1OCC
4	CC1Cc2ccccc2N1C(=O)c1ccc(F)c(S(=O)(=O)N2CCOCC2)c1 (configuration not stated)
4[25 µM]	Cc1noc(C)c1S(=O)(=O)Nc1ccc2c(c1)C(=O)N([C@H](C)CO)C[C@H](C)[C@H](CN(C)C(=O)Nc1cccc3ccccc13)OCCCC[C@H](C)O2
-3	Cc1ccc(-c2nn(-c3ccccc3)cc2/C=C/C(=O)OCC(=O)NC2CC2)o1
7	COC(=O)C1=C(C)N(Cc2ccc3c(c2)OCO3)C(=O)C1
1[25 µM]	CS(=O)(=O)Nc1ccc2c(c1)[C@@H]1C[C@@H](CC(=O)NCCc3ccccc3)O[C@@H](CO)[C@@H]1O2
8	Cc1onc(-c2ccccc2)c1-c1nnc(-c2ccccc2C(F)(F)F)o1
-1	COc1cccc(NC(=O)CN(C)C(=O)Cn2c(=O)oc3ccccc32)c1
6	O=C1CC(N2CCN(c3ncccn3)CC2)C(=O)N1CCc1ccccc1 (configuration not stated)
-7	O=S(=O)(Nc1cccc2[nH]ncc12)c1cccs1

# An excerpt from above in order of molar mass, lowest first.
CD40 NFkB inh	Molecule
6	O=C1CC(N2CCN(c3ncccn3)CC2)C(=O)N1CCc1ccccc1 (configuration not stated)
-1	COc1cccc(NC(=O)CN(C)C(=O)Cn2c(=O)oc3ccccc32)c1
8	Cc1onc(-c2ccccc2)c1-c1nnc(-c2ccccc2C(F)(F)F)o1

# Following part:
CD40 NFkB inh	Molecule
-17	CCCCCC(=O)Nc1ccc(C(=O)COC(=O)CN2C(=O)NC3(CCCC3)C2=O)cc1
5	O=C(CC1C=CCC1)Nc1ccccc1 (configuration not stated)
6	CCN(CCNC(=O)C1CCN(c2nnc(-n3cccc3)s2)CC1)c1ccccc1
7[25 µM]	COc1cccc(-c2ccc3c(c2)[C@H]2[C@H](CCN2S(=O)(=O)c2cn(C)cn2)[C@@H](CO)N3)c1
0	O=[N+]([O-])c1ccc(N2CCN(Cc3ccccc3)CC2)s1
-15	Cc1ccccc1C(=O)NNC(=O)C(=O)Nc1cccc(Cl)c1C
6	CN(CCOc1ccc(Cl)cc1)C(=O)c1ccc(S(=O)(=O)N2CCOCC2)cc1
1	CCOc1ccc(OCCOC(=O)C2CCN(S(=O)(=O)c3ccc(C)c(C)c3)CC2)cc1
-5	COc1ccccc1CNC(=O)CCNC(=O)c1ccco1
-7[25 µM]	CC(C)NC(=O)N1CC(=O)N2[C@H](CO)[C@H](c3ccc(/C=C/c4ccccc4)cc3)[C@@H]2C1
-2[25 µM]	CO[C@@H]1CN(C)C(=O)c2cc(NC(=O)c3ccc(F)cc3)ccc2OC[C@H](C)N(C(=O)CC2CC2)C[C@H]1C
1[25 µM]	COc1ccc(-c2ccccc2[C@H]2[C@@H](CO)N(C(=O)c3cccnc3)[C@H]2C#N)cc1
-8	COc1ccccc1C#Cc1ccc2c(c1)[C@H]1[C@H](CCN1S(=O)(=O)c1ccccc1)[C@H](CO)N2
-4	CC1(C(=O)Nc2cnc3ccccc3c2)CCN1C(=O)C/C=C/c1ccccc1 (configuration not stated)
4	CO[C@H](CN(C)C(=O)c1ccccc1F)[C@@H](C)CN([C@@H](C)CO)S(=O)(=O)c1ccccc1
4	Cc1ccc(NS(=O)(=O)c2cccc(C(=O)NCC3(N(C)C)CCCCC3)c2)cc1
5	COC(=O)Nc1ccc(S(=O)(=O)N(C)CC(F)(F)C(F)F)cc1
9	C[C@@H]1CN([C@@H](C)CO)C(=O)c2cc(NC(=O)CCCN(C)C)ccc2O[C@@H](C)CCCCO[C@@H]1CN(C)Cc1ccc(C(F)(F)F)cc1
0	COCCNc1nc(NCCOc2ccccc2Cl)c2sccc2n1
14	c1ccc(-n2c(SCc3cccc4ccccc34)nnc2-c2ccncc2)cc1
1	COc1ccccc1OCCC(=O)OCC(=O)NCc1ccc(F)cc1
-11	COc1cc(-c2noc(-c3ccco3)n2)cc(OC)c1OC
17	N#Cc1ccc(OCCN2C(=O)NC3(CCSC3)C2=O)cc1 (configuration not stated)

# Random excerpt: seven records from the list
CD40 NFkB inh	Molecule
1	COc1ccccc1OCCC(=O)OCC(=O)NCc1ccc(F)cc1
-8	COc1ccccc1C#Cc1ccc2c(c1)[C@H]1[C@H](CCN1S(=O)(=O)c1ccccc1)[C@H](CO)N2
17	N#Cc1ccc(OCCN2C(=O)NC3(CCSC3)C2=O)cc1 (configuration not stated)
0	COCCNc1nc(NCCOc2ccccc2Cl)c2sccc2n1
-4	CC1(C(=O)Nc2cnc3ccccc3c2)CCN1C(=O)C/C=C/c1ccccc1 (configuration not stated)
4	CO[C@H](CN(C)C(=O)c1ccccc1F)[C@@H](C)CN([C@@H](C)CO)S(=O)(=O)c1ccccc1
5	COC(=O)Nc1ccc(S(=O)(=O)N(C)CC(F)(F)C(F)F)cc1

# Screening data as filed in PubChem.
